RGS8-Gao – RGS8-Galphao binding modulators, primary screen, biochemical, multiplexed bead flow cytometry; response (percent of control binding), % at 10 µM; AID 1423, 2008; actives 0.34% (n = 220,000); actives lie on both sides; in the data active means response below about 60% or above about 140%; inactive means in between;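 further: Galphao activated as the GDP aluminium fluoride complex binding bead-coupled RGS8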
Target sequence (P09471 whole entry, looked up): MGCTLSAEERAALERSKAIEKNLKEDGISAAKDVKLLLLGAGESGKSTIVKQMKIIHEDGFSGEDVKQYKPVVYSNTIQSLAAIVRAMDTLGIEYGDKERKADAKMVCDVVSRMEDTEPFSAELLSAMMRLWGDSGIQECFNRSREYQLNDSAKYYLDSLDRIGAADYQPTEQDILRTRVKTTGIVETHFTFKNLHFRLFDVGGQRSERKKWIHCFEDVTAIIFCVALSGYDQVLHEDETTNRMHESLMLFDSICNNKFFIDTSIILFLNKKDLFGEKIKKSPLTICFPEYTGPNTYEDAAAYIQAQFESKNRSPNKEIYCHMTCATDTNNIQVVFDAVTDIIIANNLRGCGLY
Rab7 wt modul – modulators of GTP binding to Rab7, primary screen, biochemical, wildtype, multiplex bead flow cytometry; GTP binding activity (percent of control), % at 10 µM; actives 0.055% (n = 190,000); Rab7 GTPase wild type (dog), Bodipy-FL-GTP binding; GST-Rab7 beads, fluorescent GTP binding; actives lie on both sides; untreated = 100%, excess cold GTP = 0%;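 active means fluorescent GTP binding to Rab7 beads changed by at least 20 points from the 100% baseline, either direction, mostly lower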;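 further: median green fluorescence of bound Bodipy-FL-GTP per Rab7 bead population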
Bim-Mcl-1 – inhibitors of Bim peptide binding to Mcl-1, primary screen, biochemical, bead-based flow cytometry, multiplex | actives 0.1% (n = 190,000) | inhibition, % at 10 µM | Bim peptide-Mcl-1 binding | Induced myeloid leukemia cell differentiation protein Mcl-1 (Homo sapiens), Q07820 | AID 1009, 2008; in the data active means inhibition above about 40%;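 further: 0% = no compound tracer wells and 100% = peptide blocker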
Rac1 wt GTP bind – wildtype Rac1 GTP binding modulators, primary screen, biochemical, GST-Rac1 beads, flow cytometry, multiplex | actives 0.27% (n = 190,000) | fluorescent GTP binding; actives lie on both sides; 0 = cold GTP competed, 100 = untreated | GTP binding activity (% of control), % at 10 µM;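 active means GTP binding activity at least 20 points away from the 100% control level, either lower or higher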
Rac1 act GTP bind – GTP binding modulators of activated mutant Rac1, primary screen, biochemical, bead-based flow cytometry, multiplex, fluorescent GTP. percent activity (GTP binding), % at 10 µM. GST-Rac1 activated beads; actives lie on both sides; 100% means binding = to untreated wells. actives 0.11% (n = 190,000);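 active means GTP binding at least 20 percentage points away from the 100% baseline, in either direction, so actives lie on both sides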
Mcl1 Bid PPI – Mcl-1/Bid binding inhibitors, primary screen, biochemical, TR-FRET, 1536-well | actives 0.97% (n = 220,000) | inhibition, % at 21.7 µM | TR-FRET Mcl-1/Bid-Dy647 peptide binding | AID 1021, 2008 | Induced myeloid leukemia cell differentiation protein Mcl-1 (Homo sapiens), Q07820;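 active means compounds that cut the binding signal by more than half at the single screening dose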;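 further: His-tagged Mcl-1 with europium anti-His antibody binding Bid BH3 peptide; 0% = Mcl-1 plus peptide wells and 100% = peptide-only wells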
Mcl1 Noxa PPI – Mcl-1/Noxa binding inhibitors, primary screen, biochemical, TR-FRET, 1536-well. actives 1.5% (n = 220,000). TR-FRET Mcl-1/Noxa peptide binding, 2 h. AID 1022, 2008. Induced myeloid leukemia cell differentiation protein Mcl-1 (Homo sapiens), Q07820. inhibition, % at 21.7 µM;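 active means compounds that cut the protein-peptide binding signal by more than 50% relative to plate controls in a single-dose test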;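 further: His-tagged Mcl-1 with rhodamine Noxa BH3 peptide and terbium anti-His antibody; 0% = Mcl-1 plus Noxa peptide wells and 100% = peptide-only wells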
Pf gametocyte – late stage P. falciparum gametocyte viability inhibitors, primary screen, ATP luminescence, HTS; actives 0.065% (n = 150,000); AID 743093, 2013; inhibition, % at 10.9 µM; P. falciparum stage V gametocytes, 24 h;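 active means inhibition above the mean plus 3 SD of compounds within the control limits, set per campaign, cut at about 38% in these data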;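 further: 0% = DMSO wells and 100% = medium only without gametocytes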
Cdc42 wt GTP – modulators of GTP binding to wildtype Cdc42, primary screen, biochemical, multiplex bead flow cytometry, Bodipy-GTP; GST-Cdc42 beads; actives lie on both sides; actives 0.2% (n = 190,000); AID 761, 2007; percent activity (GTP binding), % at 10 µM; Cell division control protein 42 homolog (Homo sapiens), P60953;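 active means percent activity GTP binding at least 20 points away from the 100% baseline, either down as inhibitor or up as activator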;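 further: median bead fluorescence of bound Bodipy-FL-GTP at 100 nM; 0% = excess unlabeled GTP control and 100% = no compound control; below 100% means less GTP binding so inhibitor and above means activator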
Target sequence (P60953 whole entry, looked up): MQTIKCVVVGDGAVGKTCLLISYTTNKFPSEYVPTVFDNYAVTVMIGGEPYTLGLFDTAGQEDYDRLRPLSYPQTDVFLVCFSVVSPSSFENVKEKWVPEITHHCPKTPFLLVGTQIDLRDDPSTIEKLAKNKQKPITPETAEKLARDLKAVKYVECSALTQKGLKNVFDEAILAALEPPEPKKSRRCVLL
Rab2A wt mod – modulators of GTP binding to Rab2A wildtype, primary screen, biochemical, dog, bead-based flow cytometry, multiplex. Ras-related protein Rab-2A (Canis lupus familiaris), P61105. AID 760, 2007. actives 0.19% (n = 190,000). GTP binding activity, % at 10 µM. GST-Rab2 wt beads, Bodipy-GTP binding;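 active means GTP binding activity at least 20 points away from 100%, either lowered or raised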;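 further: 0% = beads with excess unlabeled GTP and 100% = no-compound control corrected for plate trend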
HRas wt GTP – modulators of GTP binding to HRas wildtype, primary screen, biochemical, bead-based flow cytometry, multiplex | actives 0.14% (n = 190,000) | GST-Ras wt beads, Bodipy-FL-GTP binding; actives lie on both sides | GTPase HRas (Homo sapiens), P01112 | GTP binding activity, % at 10 µM;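 active means GTP binding activity at least 20% away from the 100% baseline, either lowered as inhibitor or raised as activator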;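 further: 0% = unlabeled GTP competition control and 100% = no-compound control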
Target sequence (P01112 whole entry, looked up): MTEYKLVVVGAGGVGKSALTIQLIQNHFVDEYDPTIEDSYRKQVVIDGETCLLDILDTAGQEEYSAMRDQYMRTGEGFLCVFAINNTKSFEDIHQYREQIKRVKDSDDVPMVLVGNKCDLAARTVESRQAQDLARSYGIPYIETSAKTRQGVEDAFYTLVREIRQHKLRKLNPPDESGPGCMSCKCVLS
Numbers without * were called inactive; x = no result given.

mol | Pf gametocyte | Mcl1 Bid PPI | Rac1 wt GTP bind | Cdc42 wt GTP | RGS8-Gao | Rab7 wt modul | HRas wt GTP | Bim-Mcl-1 | Mcl1 Noxa PPI | Rac1 act GTP bind | Rab2A wt mod
CC(C)Oc1cccc(C(=O)Nc2ccc(CN3CCOCC3)cc2)c1 | 0 | 10 | 101 | 99 | 101 | 100 | 99 | -3 | 12 | 100 | 98
COC(=O)C(O)(CC(=O)Nc1ccc(Cl)cc1F)C(F)(F)F (stereo not given) | x | 1 | 102 | 106 | 101 | 99 | 105 | 0 | -2 | 100 | 105
CCN(CC(=O)NCc1cccs1)C(=O)c1cccc(S(=O)(=O)N2CCc3ccccc32)c1 | 5 | 0 | 105 | 98 | 99 | 96 | 97 | -2 | 11 | 97 | 99
CCCCSc1cnn(-c2ccccc2)c(=O)c1SCCCC | 3 | -10 | 102 | 99 | 100 | 98 | 101 | -1 | -16 | 98 | 97
O=C(NCc1nnc(SCC(=O)N2CCC(Cc3ccccc3)CC2)o1)c1ccco1 | -18 | 21 | 98 | 92 | 106 | 98 | 98 | -2 | 8 | 96 | 95
O=C(NC1CCCCC1)C(c1cccnc1)N(C(=O)CCl)c1ccccc1Cl (stereo not given) | -7 | -8 | 101 | 98 | 100 | 98 | 98 | -4 | 10 | 100 | 98
CCOC(=O)c1sc(NC(=O)CSc2n[nH]c(CC)n2)nc1C | -18 | -11 | 97 | 98 | 102 | 99 | 96 | 0 | 21 | 98 | 97
Cc1ccc(C(=O)Nc2ncc(C)s2)o1 | -7 | -18 | 103 | 101 | 99 | 103 | 101 | -2 | 19 | 97 | 103
O=C(CSCc1ccccc1)Nc1ccc2c(c1)C(=O)NC2=O | -4 | -23 | 96 | 92 | 101 | 93 | 92 | -3 | 5 | 94 | 93
CC1CCN(S(=O)(=O)c2ccc(Cl)cc2Br)CC1 | -10 | -8 | 102 | 100 | 98 | 101 | 102 | -2 | -18 | 99 | 103
[O-]/[N+](=C\c1ccc(F)cc1)c1ccccc1 | x | -26 | 100 | 99 | 97 | 96 | 98 | -4 | -4 | 97 | 94
CC1=C(C(=O)OCC2CCCO2)C(c2ccccc2)NC(=O)N1 (stereo not given) | 9 | -31 | 98 | 101 | 99 | 93 | 98 | 0 | -1 | 97 | 96
Cc1ccc(CCNC(=O)C2CCN(S(=O)(=O)c3cccc4nonc34)CC2)cc1 | -2 | 3 | 103 | 99 | 102 | 99 | 100 | -3 | 25 | 99 | 100
COC(=O)CN(c1cc(C(F)(F)F)ccc1Cl)S(C)(=O)=O | x | -5 | 105 | 102 | 96 | 99 | 97 | -5 | 2 | 95 | 101
O=P(O)(O)COc1ccccc1P(=O)(c1ccccc1)c1ccccc1 | 0 | -23 | 102 | 100 | 100 | 99 | 101 | -1 | 14 | 99 | 101
CCSc1nnc(NC(=O)Cc2cccc(OC)c2)s1 | x | 2 | 97 | 99 | 113 | 98 | 99 | -3 | -5 | 97 | 98
COc1ccc(-c2nnc(NC(=O)C3=COCCO3)o2)cc1 | -15 | -52 | 101 | 99 | 107 | 101 | 100 | -1 | 18 | 100 | 97
O=C(N1CCCC1)C12CC3CCC(CC(C3)C1)C2 | 21 | -21 | 96 | 94 | 101 | 97 | 95 | -3 | -3 | 94 | 95
Cc1noc(C)c1COc1ccc(C(=O)NCCc2ccccn2)cc1 | 2 | -11 | 101 | 99 | 102 | 109 | 96 | 0 | 8 | 97 | 104
O=C(OCc1nnc(-c2ccccc2)o1)c1cc(S(=O)(=O)N2CCOCC2)c(Cl)cc1Cl | -4 | -1 | 103 | 107 | 101 | 98 | 103 | -5 | -8 | 99 | 104
CNC(=O)CSc1nnc(C2CC2)n1-c1ccccc1 | -25 | -18 | 99 | 96 | 103 | 97 | 97 | 0 | -11 | 96 | 97
Nn1c(=O)c2ccccc2n2c(SCc3ccccc3)nnc12 | x | -58 | 104 | 102 | 96 | 101 | 104 | -2 | -2 | 98 | 100
COC(=O)C1C(c2ccccc2)NC(=O)NC1(O)C(F)(F)Cl (stereo not given) | 9 | -27 | 96 | 95 | 99 | 95 | 97 | 0 | 2 | 96 | 94
O=C(Nc1ccccc1)NC1CCN(Cc2ccccc2)CC1 | -24 | -7 | 107 | 100 | 102 | 106 | 103 | 0 | 28 | 96 | 100
O=c1cc(CNCCCO)c2ccccc2[nH]1 | x | -2 | 104 | 102 | 103 | 101 | 102 | 0 | 3 | 101 | 100
CCCn1c(CN2CCN(C)CC2)nc2ccccc21 | -7 | -9 | 109 | 103 | 13* | 102 | 100 | -2 | 5 | 100 | 100
O=C(N/N=C/c1c[nH]c2ccccc12)c1cc(-c2ccccc2)n[nH]1 | 1 | -3 | 101 | 97 | 101 | 99 | 99 | -3 | 28 | 99 | 95
CCOc1cccc(/C(O)=C2/C(=O)C(=O)N(CCOC)C2c2ccco2)c1 (stereo not given) | x | -19 | 101 | 98 | 102 | 99 | 100 | 1 | 8 | 97 | 97
O=C(NCC1CCCO1)c1cccc(NC(=O)c2ccco2)c1 (stereo not given) | -7 | 2 | 96 | 97 | 96 | 97 | 97 | -5 | -11 | 98 | 94
CCCCNc1nc(-c2ccccc2)cc(C(F)(F)F)c1C(N)=O | 18 | 7 | 100 | 96 | 107 | 97 | 97 | 0 | -8 | 93 | 97
CCN(CC)S(=O)(=O)c1cc(NC(=O)COC(=O)CCC(=O)c2cccs2)ccc1C | 13 | -15 | 99 | 98 | 101 | 108 | 98 | 2 | 7 | 95 | 100
O/N=C(/CCc1ccccc1)c1ccc2c(c1)OCCO2 | -1 | -13 | 100 | 104 | 100 | 101 | 101 | 0 | 9 | 96 | 105
Cc1cc(N2CCN(C(c3ccccc3)c3ccccc3)CC2)n2ncnc2n1 | -6 | -21 | 111 | 104 | x | 103 | 103 | 0 | 4 | 100 | 104
CN(C)c1nc(N/N=C/c2c[nH]c3ccccc23)nc(N2CCOCC2)n1 | -23 | -54 | 99 | 97 | 101 | 104 | 98 | -1 | 20 | 95 | 99
COc1cccc(C(C(=O)NC(C)(C)C)N(CCC(C)C)C(=O)CCC(=O)Nc2cc(C)on2)c1OC (stereo not given) | 2 | 1 | 101 | 101 | 104 | 97 | 98 | 1 | 11 | 97 | 99
Cc1c(C(=O)Nc2cccc(Cl)c2)c2ccccn2c1CCc1ccncc1 | -6 | -12 | 99 | 96 | 103 | 96 | 95 | -4 | 30 | 97 | 96
COCn1c(COc2ccccc2)nc2ccccc21 | 28 | -5 | 106 | 106 | 101 | 102 | 102 | -3 | 0 | 101 | 103
COc1ccc(C2C(C(C)=O)=C(O)C(=O)N2c2nccs2)c(OC)c1 (stereo not given) | x | -24 | 97 | 96 | 99 | 97 | 95 | 0 | 22 | 96 | 95
CC1Cc2ccccc2N1C(=O)CN1C(=O)C(=O)N(Cc2ccccc2)C1=O (stereo not given) | -6 | -38 | 101 | 101 | 98 | 103 | 103 | -4 | 7 | 100 | 102
O=C(NNC(=O)c1ccccc1C(=O)O)c1ccc(-c2ccccc2)cc1 | x | -13 | 95 | 90 | 102 | 102 | 96 | -3 | 15 | 94 | 97
CCOc1ccc(CN(C)CC(=O)Nc2ccc3c(c2)CCC3)cc1OC | -6 | -11 | 99 | 99 | 102 | 97 | 97 | 1 | 21 | 100 | 98
O=C(NCCCCNC(=O)c1cccs1)c1cccs1 | x | -8 | 102 | 103 | 106 | 103 | 100 | 0 | -5 | 102 | 101
CC(=O)Cc1nsc(NC(=O)c2oc(-c3ccccc3Cl)cc2C)n1 | 3 | 13 | 97 | 95 | 98 | 96 | 94 | 0 | 24 | 95 | 93
CC(C)Cc1ccc(C(C)C(=O)Nc2nccs2)cc1 (stereo not given) | -9 | 3 | 104 | 102 | 103 | 99 | 101 | -1 | 6 | 98 | 100
Nc1cc(N)nc(SCC(=O)N2CCc3ccccc32)n1 | x | -40 | 98 | 100 | 101 | 91 | 101 | -3 | 8 | 98 | 102
Cc1cc(C)cc(NC(=O)C2CCN(S(=O)(=O)c3c(C)n[nH]c3C)CC2)c1 | -26 | -6 | 106 | 106 | 100 | 105 | 106 | -1 | 2 | 100 | 106
CCN(C(C)=O)c1cccc2ccccc12 | x | -12 | 106 | 101 | 100 | 99 | 100 | -2 | -20 | 99 | 99
COc1ccc(S(=O)(=O)N(C)C)cc1NC(=O)[C@H](Cc1ccccc1)N1C(=O)c2ccccc2C1=O | x | -9 | 102 | 99 | 100 | 98 | 99 | -3 | 8 | 98 | 99
COc1cc(/C=N/OCC(=O)Nc2ccc(OC(F)F)cc2)ccc1OCc1ccccc1 | 14 | 4 | 102 | 100 | 107 | 102 | 99 | -4 | 11 | 97 | 98
CCOC(=O)Cc1ccc(NC(=O)c2ccccc2Br)cc1 | x | 4 | 99 | 98 | 101 | 109 | 98 | 1 | 6 | 95 | 99

Carrying on.
mol | Pf gametocyte | Mcl1 Bid PPI | Rac1 wt GTP bind | Cdc42 wt GTP | RGS8-Gao | Rab7 wt modul | HRas wt GTP | Bim-Mcl-1 | Mcl1 Noxa PPI | Rac1 act GTP bind | Rab2A wt mod
COc1ccc(NC2=NCC(=O)N2Cc2cccs2)cc1 | x | 17 | 98 | 101 | 103 | 99 | 100 | 2 | 32 | 97 | 101
COc1ccc(-c2nc(CS(=O)CC(=O)NCc3ccc(Cl)cc3)c(C)o2)cc1 (stereo not given) | x | -7 | 101 | 100 | 92 | 99 | 100 | -3 | -7 | 99 | 98
CC1(C)COC(/C=C/c2cccc([N+](=O)[O-])c2)=N1 | x | -14 | 100 | 97 | 100 | 100 | 98 | 0 | -2 | 96 | 98
CCNc1nc(NC(C)(C)C)nc(SC(C(C)=O)C(C)=O)n1 | x | -52 | 107 | 102 | 99 | 99 | 101 | -3 | 1 | 96 | 96

Screening data from PubChem BioAssay.

Not a hit list (roughly 2.9% active in at least one column).
